# M4 PAM = CHRM4 positive allosteric modulation; P08173; CHO-K1 hM4/Gqi5, Fluo-8 calcium fluorescence, ACh EC20; 0% = ACh EC20, 100% = maximal ACh; activation, % at 3 µM; actives 0.4% (n = 360,000); AID 624126;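 active means activation above its plate's cutoff, the mean activation of sample wells plus 3 SD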; further: some results filed as inactive read as strong as hits
# Target sequence (P08173 whole entry, looked up): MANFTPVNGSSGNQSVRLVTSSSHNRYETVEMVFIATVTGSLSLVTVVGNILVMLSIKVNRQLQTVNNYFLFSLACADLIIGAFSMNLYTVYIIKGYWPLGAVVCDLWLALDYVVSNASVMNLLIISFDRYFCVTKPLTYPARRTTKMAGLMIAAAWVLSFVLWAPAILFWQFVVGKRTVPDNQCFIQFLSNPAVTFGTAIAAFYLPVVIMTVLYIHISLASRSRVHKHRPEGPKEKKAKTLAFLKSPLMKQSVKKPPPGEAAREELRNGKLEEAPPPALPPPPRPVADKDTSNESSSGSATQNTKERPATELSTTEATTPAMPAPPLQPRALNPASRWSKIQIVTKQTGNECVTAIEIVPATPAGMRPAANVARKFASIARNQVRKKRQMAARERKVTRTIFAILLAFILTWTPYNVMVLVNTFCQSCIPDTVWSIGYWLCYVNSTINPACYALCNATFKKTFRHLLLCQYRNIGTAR
# CHRM5 PAM = CHRM5 positive allosteric modulation. activation, % at 3 µM. AID 624038. P08912. actives 0.3% (n = 360,000). CHO-K1 hM5, Fluo-8 calcium, ACh EC20 PAM; 0% = ACh EC20, 100% = ACh EC100;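 active means activation above the run cutoff, the mean activation of all test compounds plus 3 SD, cut at about 18% in these data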
# Target sequence (P08912 whole entry, looked up): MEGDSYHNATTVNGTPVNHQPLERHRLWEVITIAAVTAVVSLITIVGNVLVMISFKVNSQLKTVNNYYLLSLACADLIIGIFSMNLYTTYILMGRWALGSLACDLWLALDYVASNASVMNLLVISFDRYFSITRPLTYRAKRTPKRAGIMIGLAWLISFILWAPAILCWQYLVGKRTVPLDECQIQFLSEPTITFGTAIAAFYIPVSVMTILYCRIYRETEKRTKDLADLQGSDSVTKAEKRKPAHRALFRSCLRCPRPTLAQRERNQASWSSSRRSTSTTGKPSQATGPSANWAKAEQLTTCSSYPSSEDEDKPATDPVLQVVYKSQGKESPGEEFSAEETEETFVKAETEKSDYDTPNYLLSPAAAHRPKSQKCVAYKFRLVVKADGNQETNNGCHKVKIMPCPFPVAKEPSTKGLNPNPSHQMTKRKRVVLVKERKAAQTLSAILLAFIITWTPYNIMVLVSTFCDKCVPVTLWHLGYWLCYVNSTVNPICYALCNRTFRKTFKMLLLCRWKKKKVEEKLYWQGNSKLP
#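 Probe or stimulus: acetylcholine, EC20 level; Assay system: human M5 receptor in CHO-K1 cells; Schedule: compound preincubation 140 s before EC20 acetylcholine addition; Technique: intracellular calcium via Fluo-8 fluorescence; Dosing: single-point, 3 µM nominal; Read-out basis: percent activation from peak-over-basal fluorescence ratio, scaled EC20-to-EC100 acetylcholine; Repeats: one well per compound, no replicates.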
# CRFBP-R2 block = antagonists of CRF-binding protein/CRF-R2 receptor complex; AID 588475; actives 0.59% (n = 350,000); inhibition, % at 11.8 µM; HEK293 CRF-R2/CRF-BP, CRF-induced calcium fluorescence;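 active means inhibition of the ligand-induced calcium signal above about 50% at the single tested concentration, limit read from the data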
# M5 antag = blocks acetylcholine activation of human M5 receptor. P08912. CHO-hM5 cells, Fluo-8 calcium fluorescence, ACh EC80. inhibition, % at 3 µM. actives 0.59% (n = 360,000);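 active means inhibition above a per-plate cutoff, the mean of that plate's test compounds plus 3 SD, cut at about 27% in these data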;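 further: 0% = acetylcholine EC80 with DMSO and 100% = DMSO without agonist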
# CRFBP-R2 agonist = CRF-BP/CRF-R2 complex agonism; HEK293 CRF-R2/CRF-BP, calcium dye fluorescence (FLIPR); percent of saturating CRF peptide response; activation, % at 13.2 µM; actives 0.46% (n = 350,000);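 active means activation of at least 50%, plus an integration ratio under a set limit after plate pattern correction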;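 further: plate controls were neutral control wells without compound for no effect and CRF at EC100 for full effect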
# M4 antag = CHRM4 antagonism in calcium assay; P08173; CHO-hM4 cells, ACh EC80, Fluo-8 calcium fluorescence; inhibition, % at 3 µM; actives 0.73% (n = 360,000); AID 624125;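 active means inhibition above its plate's cutoff, the mean inhibition of sample wells plus 3 SD, cut at about 27% in these data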;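 further: 0% = acetylcholine EC80 with DMSO and 100% = DMSO without agonist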
# M5 ag = agonists of human muscarinic M5 receptor (CHRM5) | P08912 | CHO-K1 hM5 cells, Fluo-8 calcium fluorescence; 0% DMSO wells, 100% maximal acetylcholine response | activation, % at 3 µM | actives 0.19% (n = 360,000) | AID 624037;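 active means activation above the run's mean over test compounds plus 3 SD, cut at about 23% in these data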;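 further: signal is peak over basal fluorescence ratio across the kinetic read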
# CHRM1 PAM = human CHRM1 positive allosteric modulation; CHO-K1 hM1, Fluo-8 calcium fluorescence, ACh EC20; 0% = ACh EC20, 100% = maximal ACh; activation, % at 3 µM; actives 0.088% (n = 360,000); in the data active means activation above about 19%, passing the limit was not always enough
# M4 ag = CHRM4 agonism in calcium assay; actives 0.14% (n = 360,000); activation, % at 3 µM; P08173; CHO-K1 hM4/Gqi5, Fluo-8 calcium fluorescence; vehicle 0%, full acetylcholine response 100%;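 active means activation above the run mean over all test wells plus 3 SD, cut at about 32% in these data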;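 further: peak over basal fluorescence ratio per well then scaled between controls; 0% = DMSO wells and 100% = acetylcholine at EC100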
# * hit, by the source's call; . = no result given. Rows were taken by chance, and some 2.6% of all compounds hit somewhere here.
CRFBP-R2 agonist	M5 ag	M5 antag	SMILES	CRFBP-R2 block	M4 antag	CHRM5 PAM	M4 ag	CHRM1 PAM	M4 PAM
-1.8	-9	1	C=CCC(C)(NCc1ccccc1)c1ccco1 (configuration not stated)	-5	-2	7	0	5	4
-2.9	-12	-12	CCCCn1c(-c2cc(Cl)ccc2OC)n[nH]c1=S	41	13	-2	-2	-3	-18
-0.2	0	9	c1ccc2c(c1)Nc1cc3ccccc3cc1O2	6	-3	7	-1	4	3
24	-2	7	O=c1cc(CN2CCCc3ccccc32)nc2sccn12	7	3	2	2	12	0
1.4	-1	6	O=C(O)CCc1ccc(-c2ccccc2)n1CC(=O)Nc1cccc(C(F)(F)F)c1	5	-3	-4	1	2	-3
-1.2	-14	-1	O=C1CC(c2cccc([N+](=O)[O-])c2)c2c(ccc3ccccc23)N1 (configuration not stated)	-23	-9	-3	2	-1	1
0.6	1	5	O=C(CCCSc1nc2ccccc2s1)Nc1nccs1	-9	18	-5	3	-1	-5
-0.4	3	-19	COCCn1c(SCC(=O)N2CCCCCC2)nc2c([nH]c3ccccc32)c1=O	-6	-6	14	4	6	5

# The final seven entries of the section before come first, to join the parts.
CRFBP-R2 agonist	M5 ag	M5 antag	SMILES	CRFBP-R2 block	M4 antag	CHRM5 PAM	M4 ag	CHRM1 PAM	M4 PAM
-2.9	-12	-12	CCCCn1c(-c2cc(Cl)ccc2OC)n[nH]c1=S	41	13	-2	-2	-3	-18
-0.2	0	9	c1ccc2c(c1)Nc1cc3ccccc3cc1O2	6	-3	7	-1	4	3
24	-2	7	O=c1cc(CN2CCCc3ccccc32)nc2sccn12	7	3	2	2	12	0
1.4	-1	6	O=C(O)CCc1ccc(-c2ccccc2)n1CC(=O)Nc1cccc(C(F)(F)F)c1	5	-3	-4	1	2	-3
-1.2	-14	-1	O=C1CC(c2cccc([N+](=O)[O-])c2)c2c(ccc3ccccc23)N1 (configuration not stated)	-23	-9	-3	2	-1	1
0.6	1	5	O=C(CCCSc1nc2ccccc2s1)Nc1nccs1	-9	18	-5	3	-1	-5
-0.4	3	-19	COCCn1c(SCC(=O)N2CCCCCC2)nc2c([nH]c3ccccc32)c1=O	-6	-6	14	4	6	5
1.8	-3	4	CC(CCc1ccccc1)NC(=O)Cc1ccc([N+](=O)[O-])cc1 (configuration not stated)	-15	11	-1	0	-4	-4
1.6	-1	-6	O=C(CCc1ccccc1)NC(=S)Nc1cccc(Br)c1	-67	-11	-3	0	-1	-4
.	2	3	CC(C)C(N)c1csc(Nc2ccccn2)n1 (configuration not stated)	.	-1	-4	0	4	0
-0.8	0	-2	CC12CCC(C(=O)NNc3ccc([N+](=O)[O-])cc3)(CC1=O)C2(C)C (configuration not stated)	-4	-9	-1	1	7	-1
-0.2	1	-5	COc1ccc2c(c1)OC(O)(C(F)F)CC2=O (configuration not stated)	-9	-12	-2	0	3	13
1.3	-4	5	O=C1CSCN1c1ccc(Cl)cc1	-14	4	1	1	10	4
.	1	-3	COCCCNC(=O)/C=C/[C@H]1O[C@@H](n2cnc3c(NC(=O)c4ccccc4)ncnc32)[C@H](O)[C@@H]1O	.	-9	0	1	-2	23*
0.3	-4	-7	CC(C)NC(=O)N1CCN(c2ccncc2S(=O)(=O)N2CCCCC2)CC1	6	-4	6	0	11	11

# More structures:
CRFBP-R2 agonist	M5 ag	M5 antag	SMILES	CRFBP-R2 block	M4 antag	CHRM5 PAM	M4 ag	CHRM1 PAM	M4 PAM
-1.2	-1	18	N#CC1C(=O)NC(=O)C(C#N)C12CCCC(C(F)(F)F)C2 (configuration not stated)	50	5	-2	-1	2	-3
-0.6	0	1	CCOC(=O)C1=C(C)N(c2ccc(C)cc2)C(=O)/C1=C\c1ccc(O)c(OC)c1	10	5	1	2	-2	-1
1.3	-1	-1	COc1cccc(N/C(SCc2ccccc2C)=C(/C#N)C(=O)NCc2cccs2)c1	-4	-5	-12	2	-2	-16
-4.4	-2	5	O=C(NC(c1ccccc1)c1c(O)ccc2ccccc12)c1ccccc1Cl (configuration not stated)	22	10	-5	1	2	-5
0.6	-1	1	COc1ccc(S(N)(=O)=O)cc1C(=O)N1CCCC1	-12	-3	-2	0	10	6
-0.8	1	-3	CCOC(=O)c1ccccc1NC(=O)c1cccc2c1C(=O)N(C1CCN(C(=O)OCC)CC1)C2	38	-10	-3	0	-5	-3
0.4	3	1	O=C(COC(=O)c1cc(Cl)ccc1Cl)Nc1ccc2[nH]c(=O)[nH]c2c1	6	-10	-3	1	7	0
-1.8	-3	-8	COc1ccc(NC(=O)CN2c3cccc4cccc(c34)S2(=O)=O)cc1	20	-4	9	1	1	-1

# The results go on.
CRFBP-R2 agonist	M5 ag	M5 antag	SMILES	CRFBP-R2 block	M4 antag	CHRM5 PAM	M4 ag	CHRM1 PAM	M4 PAM
-1.2	-2	2	COC(=O)Cc1c(C)c2ccc(OCC(=O)N(C)C)cc2oc1=O	-2	16	2	0	9	9
-2.8	0	3	O=C(O)c1ccc2c(c1)C(c1ccccc1)OC2=O (configuration not stated)	17	2	-1	1	4	4
0.0	-1	-3	CCOC(=O)Cc1csc(NC(=O)Cc2ccc(Br)cc2)n1	3	5	15	1	12	2
-1.4	-2	11	Cc1ccc(NS(=O)(=O)c2cc(NC(=O)c3ccc4c(c3)NC(=O)CS4)ccc2Cl)c(C)c1	14	10	-14	3	-2	-3
1.1	3	5	Cc1nn(C)cc1C1C2=C(CC(C)(C)CC2=O)OC2=C1C(=O)CC(C)(C)C2	9	1	-2	2	0	-2
-0.4	1	6	COc1cccc(N2CCN(C(=S)Nc3ccc(F)cc3)CC2)c1	1	-3	4	2	4	6
-1.3	2	8	O=C(Nc1ccc(NC(=O)c2ccco2)c(Cl)c1)c1ccc2c(c1)OCCO2	-5	-2	3	2	5	-2
-0.5	2	-1	CC(C)c1cc(NCCCN2CCOCC2)n2c(nc3ccccc32)c1C#N	-47	5	-4	0	3	-2

# (continued)
CRFBP-R2 agonist	M5 ag	M5 antag	SMILES	CRFBP-R2 block	M4 antag	CHRM5 PAM	M4 ag	CHRM1 PAM	M4 PAM
-1.0	3	-8	Cc1ccc(C(=O)CSc2nnc(-c3ccco3)o2)o1	-5	3	6	0	8	0
-1.0	1	0	C[C@H](CO)N1C[C@H](C)[C@H](CN(C)C(=O)CC2CC2)Oc2cc(Br)ccc2S1(=O)=O	-9	-4	2	0	2	3
-7.3	5	19	COCCC1CCCCN1C(=O)c1cc(COc2ccc(-n3cncn3)cc2)on1 (configuration not stated)	7	-1	-19	16	-4	-5
0.5	1	-2	COC(=O)COc1ccc(S(=O)(=O)NCc2ccco2)cc1	-4	5	1	0	3	-3
3.2	2	10	CN(C(=O)CN1C(=O)c2cccc(N)c2C1=O)C1CCCCC1	-3	7	2	2	11	5
0.7	2	-2	Cc1noc(C)c1/C=N/Nc1ccccn1	1	-2	5	1	3	3
-0.2	-1	10	Oc1ccc2ccccc2c1C=NC12CN3CCN(CN(C3)C1)C2	-15	-2	2	0	2	6
-0.6	1	-5	CCc1ccc(CCC(=O)Nc2nnc(C)s2)o1	-68	0	5	0	8	1

# Entries listed so far marked active in M4 PAM.
CRFBP-R2 agonist	M5 ag	M5 antag	SMILES	CRFBP-R2 block	M4 antag	CHRM5 PAM	M4 ag	CHRM1 PAM	M4 PAM
.	1	-3	COCCCNC(=O)/C=C/[C@H]1O[C@@H](n2cnc3c(NC(=O)c4ccccc4)ncnc32)[C@H](O)[C@@H]1O	.	-9	0	1	-2	23*

# (next part)
CRFBP-R2 agonist	M5 ag	M5 antag	SMILES	CRFBP-R2 block	M4 antag	CHRM5 PAM	M4 ag	CHRM1 PAM	M4 PAM
0.5	1	0	CCOC(=O)[C@H]1[C@H]2COc3ccc(C)cc3[C@@H]2N2C(=O)c3ccc(F)cc3NC(=O)[C@@]12C	2	-9	2	3	7	5
0.1	1	-3	CCC(=O)N1CC2(c3ccccc3)CN(C(=O)CC)CC(c3ccccc3)(C1)C2=O	4	-4	7	3	5	-1
-2.3	1	14	O=C(Cc1cccs1)N1CCN(c2nc(-c3ccc(Cl)cc3)cs2)CC1	10	-1	-10	4	-13	-6
-1.7	0	5	COc1ccccc1N/C(=N/S(=O)(=O)c1ccc(C)cc1)c1ccccc1	1	5	-6	0	2	-3
-0.7	-2	-4	CNc1nc(Cl)c(SC)c(N2CCOCC2)n1	0	-7	3	1	9	2
-1.8	-4	1	COc1ccccc1N1CC(C(=O)OC(C)C(=O)N2CCCc3ccccc32)CC1=O (configuration not stated)	6	-4	-12	8	0	-2
0.8	-2	-11	O=C(O)c1ccc(Cn2cnc3sc4c(c3c2=O)CCCC4)cc1	4	0	13	2	5	15
0.2	2	0	CCCS(=O)(=O)N1CCCC(C(=O)N2CCN(C(=O)OCC)CC2)C1 (configuration not stated)	16	10	3	1	0	3

# (next part)
CRFBP-R2 agonist	M5 ag	M5 antag	SMILES	CRFBP-R2 block	M4 antag	CHRM5 PAM	M4 ag	CHRM1 PAM	M4 PAM
-0.5	-5	1	Cn1cnnc1SCc1ccc(C(=O)n2ncc(C#N)c2N)cc1	-14	9	-1	0	11	9
1.7	-5	-3	COc1cccc(C2c3[nH]c4ccccc4c3CCN2Cc2cccc(C)n2)c1 (configuration not stated)	3	-6	-5	2	-11	-8
-2.2	-4	7	C=C(C)c1cccc(C(C)(C)NC(=O)NC2CC(C)(C)NC(C)(C)C2)c1	-1	-15	-13	7	8	-7
-1.0	0	6	CCCN1CCC(=NNC(=O)c2ccc(Br)o2)CC1	-16	-5	1	1	2	-3
-0.4	5	-5	O=C(c1cccc(Br)c1)N1CCN(C(=O)N2CCCCC2)CC1	-2	10	2	2	5	1
-5.9	0	5	O=C(NC1CC(=O)c2sccc21)c1cccc(C(F)(F)F)c1 (configuration not stated)	5	-1	-1	2	17	15
-1.5	-1	-1	C=CCn1c(=O)c2c(nc3n2CC(C)CN3CCc2ccccc2)n(C)c1=O (configuration not stated)	1	4	3	5	8	1
-2.0	0	4	O=c1c([N+](=O)[O-])c(N2CCCC2)c2ccccc2n1-c1ccccc1	0	-3	-3	1	4	-2

# The results go on.
CRFBP-R2 agonist	M5 ag	M5 antag	SMILES	CRFBP-R2 block	M4 antag	CHRM5 PAM	M4 ag	CHRM1 PAM	M4 PAM
-0.8	-8	11	O=C(Nc1ccccc1)Nc1cccc2nsnc12	-8	0	-1	9	3	0
-2.1	0	-1	CCCn1c(=O)c2ccccc2n2c(SCc3nnc(-c4ccccc4Br)o3)nnc12	-2	-8	-3	-1	4	1
-1.1	0	-3	CC(C)NC(=O)C(Cc1ccccc1)N1C(=O)c2ccccc2C1=O (configuration not stated)	-1	2	-2	0	2	2
0.1	0	0	CCCc1cc(=O)[nH]c2nnc(SCC(=O)Nc3nnc(CC)s3)n12	9	-1	4	0	8	3

# Source: PubChem BioAssay
